# TNAP activation fold: stimulation of alkaline phosphatase TNAP activity – biochemical, luminescent, no phosphate acceptor, uHTS, primary screen (AID 1001); actives 0.03% (n = 200,000); purified TNAP, luminescent activation assay, no phosphate acceptor; higher activation fold means a stronger effect; activation fold at 20 µM; hits with a dose series show EC50 in µM; in the data active = activation fold from about 3, or a potency from the dose series; inactive = the rest, 99 in 100 with activation fold below about 1.6; note: many of its hits are not listed in these tables
# human PMI inhibitors: MPI inhibition at elevated mannose 6-phosphate – biochemical, fluorescence intensity, high mannose 6-phosphate, primary screen (AID 1220); inhibition, % at 20 µM, or IC50 in µM where a hit was titrated; actives 0.66% (n = 190,000); recombinant PMI enzyme, coupled fluorescence intensity; higher % means a stronger effect
# KOR beta-arrestin-1: kappa opioid receptor blockers – cell-based, luminescence, uHTS (AID 1778); KOR beta-arrestin recruitment, luminescence, antagonist mode; higher % means a stronger effect; one-dose inhibition, % at 10 µM; IC50 in µM for titrated hits; actives 0.091% (n = 290,000); note: strong numbers were not always called active
# HEK293 NOD2/NF-kB: inhibition of NOD2-driven NF-kB reporter – cell-based, luminescence, uHTS, HEK293 (AID 1566); HEK293 NOD2/NF-kB luciferase reporter, luminescence; higher % means a stronger effect; one-dose inhibition, % at 4 µM; EC50 in µM for titrated hits; actives 0.63% (n = 290,000); note: many of its hits are not listed in these tables
# LYP phosphatase: inhibitors of LYP phosphatase, biochemical, fluorescence intensity, uHTS (AID 1779); actives 0.054% (n = 290,000); recombinant LYP phosphatase, fluorescence intensity; higher % means a stronger effect; one-dose inhibition, % at 11.5 µM; IC50 in µM for titrated hits;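 note: plate controls were vehicle with enzyme for no effect and no enzyme for full effect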
# KOR beta-arrestin-2: KOR agonists, beta-arrestin recruitment, primary screen, cell-based, luminescence, uHTS (AID 1777). actives 0.02% (n = 280,000). KOR beta-arrestin recruitment, luminescence; higher % means a stronger effect. one-dose activation, % at 10 µM; EC50 in µM for titrated hits; in the data active = activation above about 50%, passing the limit was not always enough; note: a part of the inactive calls stands beside numbers as strong as those of hits
# XIAP displacement: XIAP antagonists, biochemical, IAP family, fluorescence polarization (AID 1018); XIAP BIR domain, fluorescence polarization peptide displacement; higher % means a stronger effect; one-dose displacement, % at 20 µM; IC50 in µM for titrated hits; actives 0.007% (n = 200,000); in the data active = displacement above about 50%; note: a part of the inactive calls stands beside numbers as strong as those of hits
# human PMI inhibition: MPI enzyme activity inhibition – biochemical, fluorescence intensity, coupled assay, primary screen (AID 1209) | purified PMI enzyme, coupled fluorescence intensity; higher % means a stronger effect | inhibition, % at 20 µM, or IC50 in µM where a hit was titrated | actives 0.42% (n = 190,000);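 note: plate controls were DMSO vehicle for no effect and wells lacking substrate for full effect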
# NOD1 inhibition: inhibition of NOD1-driven NF-kB reporter – cell-based, luminescence, uHTS, primary screen (AID 1578); actives 1% (n = 290,000); NOD1-driven NF-kB luciferase reporter cells, luminescence; higher % means a stronger effect; one-dose inhibition, % at 4 µM; EC50 in µM for titrated hits; in the data active = inhibition mostly above about 36%, no sharp cut-off; inactive = mostly below about 34%;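 note: HEK-293T reporter cells stimulated with the NOD1 agonist gamma-tri-DAP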
# * marks the source's active call; other numbers are inactive results; nt = not tested or not shown; [ ] = another dose, or the depositor's remark. Cut-off read from the data, not from the text of the source, unless noted: active = inhibition above about 50%; inactive = the rest. Some of the compounds tested (hit frequency here may not be typical).
TNAP activation fold	human PMI inhibitors	KOR beta-arrestin-1	HEK293 NOD2/NF-kB	LYP phosphatase	KOR beta-arrestin-2	XIAP displacement	human PMI inhibition	SMILES	NOD1 inhibition
1	8%	-22%[20 µM]	2%	-7%	-2.4%	-6.0%	12%	COc1ccc(CCNC(=O)CN(c2cccc([N+](=O)[O-])c2)S(C)(=O)=O)cc1OC	-17%
1.1	3%	-10%	-21%	-8%	5.4%	-5.8%	5%	O=C(COc1ccc(/C=N/NS(=O)(=O)c2ccccc2)cc1)Nc1ccccc1	19%
nt	nt	19%[20 µM]	19%	-3%	-0.7%	nt	nt	COc1ccc(N2CCN(S(=O)(=O)c3c(C)nc4sccn4c3=O)CC2)cc1	-17%
1	8%	-16%	6%	2%	10%	-5.3%	10%	CCc1noc(N)c1C(=O)Nc1ccc(F)c(Cl)c1	11%
nt	nt	-22%	40%	-5%	-0.6%	nt	nt	Cc1cc(OCC(=O)Nc2ccncc2)ccc1Cl	27%
nt	nt	-26%[20 µM]	10%	-3%	1.6%	nt	nt	CC1CCN(C(=O)C2CCCN(S(=O)(=O)c3ccc4c(c3)CC(C)N4C(=O)C3CC3)C2)CC1 (configuration not stated)	-3%
1.1	4%	6%	-15%	-9%	0.0%	-4.7%	5%	Cc1ccc(C)c(NS(=O)(=O)c2ccc(OCC(=O)NCC3CCCO3)cc2)c1 (configuration not stated)	-18%
1	10%	10%	-10%	2%	-2.0%	-8.8%	4%	COc1ccc(-c2cc(C(=O)N3CCc4ccccc4C3)no2)cc1	7%
1.1	-4%	-29%	-11%	-12%	3.9%	-3.2%	-8%	Cc1ccccc1SCc1noc(C(=O)NC(C)C)c1C(=O)O	2%
1.1	2%	-6%	-28%	-2%	4.8%	-2.7%	-8%	CC(Oc1ccc(Cl)cc1Cl)C(=O)Nc1ncccn1 (configuration not stated)	-9%
nt	nt	-6%	0%	-2%	2.0%	nt	nt	Cn1c(CC(=O)Nc2ccccc2F)nnc1SCC(=O)NC1=NCCS1	-2%
nt	nt	-14%	4%	-8%	-4.3%	nt	nt	COc1ccccc1CNC(=O)c1ccc2ccccc2n1	-14%
1.1	30%	-28%	5%	4%	0.9%	-1.0%	9%	COc1ccc(NC2CC(=O)N(CCc3ccccc3)C2=O)cc1 (configuration not stated)	-42%
1.1	9%	39%	10%	-5%	-0.4%	3.2%	10%	Cc1cc(C)c(NC(=O)CCCN2CCOCC2)c(C)c1	-14%
1.1	-2%	4%	17%	0%	0.7%	-3.2%	2%	CC(C)CNC(=O)COC(=O)Cc1ccc(Cl)cc1	-31%

# Some of these compounds in order of the NOD1 inhibition value, high to low:
TNAP activation fold	human PMI inhibitors	KOR beta-arrestin-1	HEK293 NOD2/NF-kB	LYP phosphatase	KOR beta-arrestin-2	XIAP displacement	human PMI inhibition	SMILES	NOD1 inhibition
nt	nt	-22%	40%	-5%	-0.6%	nt	nt	Cc1cc(OCC(=O)Nc2ccncc2)ccc1Cl	27%
nt	nt	-26%[20 µM]	10%	-3%	1.6%	nt	nt	CC1CCN(C(=O)C2CCCN(S(=O)(=O)c3ccc4c(c3)CC(C)N4C(=O)C3CC3)C2)CC1 (configuration not stated)	-3%
1.1	30%	-28%	5%	4%	0.9%	-1.0%	9%	COc1ccc(NC2CC(=O)N(CCc3ccccc3)C2=O)cc1 (configuration not stated)	-42%

# Whole records as entered above:
# `O=C(COc1ccc(/C=N/NS(=O)(=O)c2ccccc2)cc1)Nc1ccccc1` reads TNAP activation fold = 1.1; human PMI inhibitors = 3%; KOR beta-arrestin-1 = -10%; HEK293 NOD2/NF-kB = -21%; LYP phosphatase = -8%; KOR beta-arrestin-2 = 5.4%; XIAP displacement = -5.8%; human PMI inhibition = 5%; NOD1 inhibition = 19%
# `COc1ccc(NC2CC(=O)N(CCc3ccccc3)C2=O)cc1` (configuration not stated) reads TNAP activation fold = 1.1; human PMI inhibitors = 30%; KOR beta-arrestin-1 = -28%; HEK293 NOD2/NF-kB = 5%; LYP phosphatase = 4%; KOR beta-arrestin-2 = 0.9%; XIAP displacement = -1.0%; human PMI inhibition = 9%; NOD1 inhibition = -42%

# Later entries
TNAP activation fold	human PMI inhibitors	KOR beta-arrestin-1	HEK293 NOD2/NF-kB	LYP phosphatase	KOR beta-arrestin-2	XIAP displacement	human PMI inhibition	SMILES	NOD1 inhibition
1	-2%	-5%	6%	-1%	3.2%	-2.5%	-3%	CC1(C)C/C(=N\O)c2cc3c(nc2C1)CCCC3	-14%
1.1	6%	-10%[20 µM]	20%	-7%	nt	-1.6%	5%	CCN(CCn1cccn1)Cc1c(C(=O)N2C[C@@H](C)O[C@@H](C)C2)nc2ccc(Cl)cn12	-11%
1.1	-1%	19%	5%	1%	-3.3%	-3.7%	1%	c1ccc(-n2nnnc2NCCCN2CCOCC2)cc1	-31%
1.1	3%	-24%	16%	-1%	-3.4%	-2.8%	5%	CC(C)(C)C(=O)Nc1ccc(C(=O)NNC(=O)Cc2ccccc2)cc1	-16%
1	13%	-29%[20 µM]	5%	-8%	4.2%	-14%	9%	CN1CCN(C(=O)NCC23CC4CC(CC(C4)C2)C3)CC1	-26%
nt	nt	14%	9%	-7%	-0.5%	nt	nt	Cc1ccc(Nc2ccc(N)cc2S(=O)(=O)O)cc1	-5%
1.1	2%	10%	8%	2%	2.0%	-2.8%	-1%	O=C(Nc1ncnc2sc3c(c12)CCCCC3)c1ccco1	5%
1.1	0%	-8%	20%	-4%	-5.0%	-2.8%	5%	CNc1nc(SC)nc(N2CCOCC2)n1	-10%
1.1	4%	-5%	23%	-4%	-1.9%	-1.6%	18%	COc1cc(SC)ccc1C(=O)NCCOc1ccc(Cl)cc1	-3%
1.1	2%	25%	0%	-3%	0.1%	-3.2%	3%	CCS(=O)(=O)NCCCCc1ccccc1	-7%
1.1	-2%	-1%[20 µM]	9%	-4%	nt	-3.3%	-2%	O=C(CCc1ccccc1)NNC(=O)Cc1ccccc1	-28%
nt	nt	8%	2%	0%	0.2%	nt	nt	Cc1ccc(/C=N/NC(=O)CN2C(=O)CSc3ccccc32)o1	-4%
nt	nt	-5%[20 µM]	13%	-2%	-2.7%	nt	nt	Cn1c(=O)c(=O)n(C)c2cc(S(=O)(=O)CCC(=O)Nc3ccc(F)cc3)ccc21	-13%
nt	nt	9%	12%	-2%	-5.0%	nt	nt	Cc1ccc(C(=O)N/C(=C\c2cn(C)c3ccccc23)C(=O)NCCCn2ccnc2)cc1	-18%
1.1	7%	10%	-10%	-7%	-4.4%	-3.6%	1%	Cc1cccnc1NC(=O)COc1ccc2oc3c(c2c1)CCCC3	-19%
nt	nt	-4%	-4%	-2%	-0.1%	nt	nt	COc1ccc(C(=O)OC(C)C(=O)NC(C)CCc2ccccc2)c(OC)c1 (configuration not stated)	-39%
1.2	5%	-1%	-1%	5%	4.0%	-0.6%	10%	COc1ccc(NC(=O)c2cc(S(=O)(=O)N(C)C)ccc2N2CCCC2)cc1Cl	-2%
nt	nt	36%	-40%	-2%	-2.3%	nt	nt	O=C(O)COCC(=O)NCc1csc2ccc(Cl)cc12	-7%
1.1	-9%	10%	14%	4%	9.2%	-5.7%	-9%	Cc1cc(C(=O)Nn2c(C3CCCCC3)nc3ccccc3c2=O)ccc1[N+](=O)[O-]	-4%
1	9%	-26%	-6%	-8%	4.4%	-10%	9%	O=C(O)COc1cccc2ccccc12	10%
1.1	-3%	-87%[20 µM]	2%	-5%	2.9%	-14%	1%	O=C(COc1ccccc1[N+](=O)[O-])Nc1ccc(NC(=O)c2cc3ccccc3o2)cc1	14%
nt	nt	4%	1%	-5%	-0.4%	nt	nt	O=C(c1nc2ccc(Cl)cn2c1CNCCc1cnccn1)N1CCCCCCC1	-13%
nt	nt	-64%[20 µM]	-129%	-9%	1.1%	nt	nt	Cc1c(O)ccc(/C=N/Nc2ncccc2[N+](=O)[O-])c1O	-26%
1	6%	23%	4%	-5%	-3.1%	-3.7%	9%	Cc1cc(C)c(C2C(C#N)=C(N)Oc3n[nH]c(C)c32)cc1CN1CCCC1 (configuration not stated)	-20%
1.1	-3%	10%	-8%	-6%	-3.1%	-0.4%	-1%	Cc1nn(-c2ccccc2)c(C)c1C1C(C#N)=C(N)Oc2n[nH]c(C)c21 (configuration not stated)	21%
1.1	2%	-4%	-1%	0%	-0.1%	-10%	3%	CC(=O)c1ccc(NC(=O)CNCC(c2ccccc2)N(C)C)cc1 (configuration not stated)	-31%
nt	nt	-57%	-3%	-10%	5.8%	nt	nt	CC(=O)Nc1ccc(SCC(=O)NCCc2ccc(F)cc2)cc1	33%
1.1	19%	-4%	4%	-7%	-0.9%	-9.6%	13%	Cc1nc2cc(NCc3ccccc3O)ccc2n1Cc1ccccc1	-31%
nt	nt	1%	-1%	-6%	-3.5%	nt	nt	Cc1cc([N+](=O)[O-])ccc1NC(=O)COc1nsnc1N1CCOCC1	-14%
1.1	-1%	-54%	2%	-5%	-6.1%	0.3%	7%	COc1cc(NC(=O)CN(C)S(=O)(=O)c2ccc(C)cc2)cc(OC)c1	12%
nt	nt	-17%	20%	-7%	2.6%	nt	nt	CN(CC(=O)N1CCCCC1)S(=O)(=O)c1cccc2nsnc12	32%
nt	nt	2%	12%	-3%	2.7%	nt	nt	Cc1ccccc1NC(=O)C(C)n1c2ccccc2c2nc(=O)cc(C)n21 (configuration not stated)	3%
1.1	23%	-19%	-1%	0%	-0.2%	1.5%	19%	O=C(Cn1cc2c(n1)CCCC2)NC1CCCCCC1	-16%
1.2	5%	29%	-12%	-1%	8.1%	-3.8%	8%	CCn1c(C(=O)N2CCC(C(=O)NCCCSC3CCCCC3)CC2)cc2sccc21	27%
1.1	0%	-17%	29%	-3%	1.0%	-1.2%	-18%	O=C(Nc1nc2ccccc2n1Cc1ccccc1)c1ccc(COc2ccccc2[N+](=O)[O-])o1	8%
1.1	0%	-3%	-1%	2%	-0.8%	-4.6%	-7%	COC(=O)Cc1csc(Nc2ccc(F)c(Cl)c2)n1	-27%
nt	nt	18%	6%	-9%	-1.4%	nt	nt	O=C1/C(=C/c2ccccn2)SC(=S)N1CCc1ccccc1	-3%
1.1	9%	-28%	18%	-6%	-6.7%	-4.7%	5%	CCOC(=O)CSc1nnc(CNc2cccc(Cl)c2)n1C	-18%
1	6%	-18%[20 µM]	14%	-13%	-8.1%	-4.8%	14%	O=C1CCC(=O)N1OCCOc1ccccc1	-35%
nt	nt	-31%	18%	-15%	-2.1%	nt	nt	CC(=O)c1ccc(NC(=O)Cn2cnc(S(=O)(=O)N3CCOCC3)c2)cc1	-7%
1.1	50%*	16%	12%	0%	4.7%	1.2%	16%	CN1CCN(Cc2cc(Cl)c3cccnc3c2OC(=O)c2cccs2)CC1	-35%
nt	nt	-35%	6%	-4%	5.2%	nt	nt	COc1ccc2nc(N(CCN(C)C)C(=O)c3ccc4c(c3)OCCO4)sc2c1	-5%
1.1	11%	-26%	-13%	11%	5.6%	-1.9%	-18%	CC(=O)C1=C(C)NC(SCC(=O)c2ccccc2)=C(C#N)C1c1ccco1 (configuration not stated)	-81%
1.2	-16%	8%	nt	4%	5.0%	-7.5%	-12%	CC(C)(C)c1ccc(/C=N/Nc2ccc(C(=O)O)cc2)cc1	nt

# Assay outcomes from PubChem.
